Assay outcomes deposited in PubChem by National Center for Advancing Translational Sciences (NCATS).
TGFb SMAD3 inh: qHTS for Inhibitors of TGF-b. AID 588855, 2011. hit rate 1.2% among 410,000. Potency, µM (series often up to 46.1 µM), for the others: top-dose activity, negative = inhibition, usual class: inhibitors. HepG2 CAGA-GFP TGF-b/SMAD3 reporter, GFP fluorescence, 18 h; TGF-beta stimulated, 500 pg/mL final; note: potency is the fitted concentration of half-maximal effect; % is set by controls: 0 for no effect and ±100 for the full control effect; nearly all actives have a fitted effect of over 65% in size
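TGF-beta reporter screen: HEPG2 CAGA-GFP, 1% FBS, 500 pg/mL TGF-beta final, 18 h; per-cell GFP summed per well; curves fitted and categorized by class.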
Nrf2 inh: Nrf2 qHTS screen for inhibitors | A549 ARE-Fluc reporter, luciferase luminescence, 18-24 h | Potency, µM (top dose mostly 46 µM), without a hit: at the highest dose activity change, negative = inhibition, usual class: inhibitors | hit rate 2.1% among 360,000; note: potency is the fitted concentration of half-maximal effect; % is set by controls: 0 for no effect and ±100 for the full control effect; nearly all actives have a fitted effect of over 60% in size
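A549 ARE_Fluc cells (5000/well, 5% FBS OPTI-MEM) pre-incubated 2 h, then treated with compounds 18-24 h at 37C/5% CO2 in concentration-response. CellTiter-Fluor viability read first; BugLite luciferase luminescence after 15 min at room temperature gives Nrf2 activity.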
S2 tox: Viability Counterscreen for Primary qHTS for Inhibitors of ATXN expression. S2 cells (HEK-293 line with an ATXN2-luciferase reporter) viability, CellTiter-Fluor protease fluorescence, 24 h. Potency, µM (highest dose often 56.7 µM), actives largely listed as cytotoxic. hit rate 0.49% among 400,000. AID 651635, 2014; note: potency is the fitted concentration of half-maximal effect; nearly all actives have a fitted effect of over 40% in size
A549 viability: Nrf2 qHTS screen for inhibitors: counterscreen for cytotoxicity; A549 ARE-Fluc cells, CellTiter-Fluor viability, 18-24 h; Potency, µM (highest dose often 46 µM), for inactives: at the top dose activity change, negative = cytotoxicity, hits mostly inhibitors; hit rate 0.16% among 390,000; AID 504648, 2011; note: potency is the fitted concentration of half-maximal effect; % is set by controls: 0 for no effect and ±100 for the full control effect
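A549 ARE_Fluc cells in 5% FBS OPTI-MEM were exposed to compounds in concentration-response for 18-24 h at 37 deg C. Viability was read by CellTiter-Fluor fluorescence (Ex 405/Em 525) after 30 min, before the luciferase read.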
MCF10A rereplic: A quantitative high throughput screen for small molecules that induce DNA re-replication in MCF 10a normal breast cells; MCF 10A DNA re-replication, Hoechst nuclear intensity, 48 h; Potency, µM (doses to about 46.1 µM), inactives show at the highest dose activity, positive = re-replication, most hits filed as activators; AID 624296, 2012; hit rate 2.9% among 350,000; note: potency is the fitted concentration of half-maximal effect; % of control where 0% means no effect; nearly all actives have a fitted effect of over 50% in size
HepG2 viability: qHTS for Inhibitors of TGF-b: Cytotox Counterscreen; Potency, µM (highest dose often 46.1 µM), inactives show at the highest dose activity change, negative = cytotoxicity, usual class: cytotoxic; HepG2 CAGA-GFP viability, ATP luminescence, 18 h; hit rate 0.76% among 410,000; note: potency is the fitted concentration of half-maximal effect; some results filed as inactive show a strong effect at the top dose
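HepG2 CAGA-GFP cells (1000/well, DMEM with 1% FBS) received compound, then TGF-beta at 500 pg/mL final, and were incubated 18 hours at 37 degrees C. Viability was read by CellTiter-Glo luminescence. Media-only wells were set as complete cell-killing and DMSO as no toxicity.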
IL1B secr inh: qHTS for Inhibitors of Inflammasome Signaling: IL-1-beta AlphaLISA Primary Screen | THP-1 LPS/ATP IL-1B secretion, AlphaLISA, 16 h; hits give low values | activity change, % at 57.5 µM | hit rate 4.7% among 360,000 | AID 743279, 2014; in the data active = activity change below about -50%; inconclusive = mostly about -30% to -49%; note: % is set by controls: 0 for no effect and ±100 for the full control effect
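THP-1 cells pretreated 1 hr with compounds (up to 57.5 uM final), then stimulated with LPS (250 ng/mL final) plus ATP (1.25 mM final); secreted IL-1B measured by AlphaLISA after 16 hr, decreased signal indicating inhibition.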
ATXN2 expr inh: Primary qHTS for Inhibitors of ATXN expression; hit rate 0.72% among 360,000; Potency, µM (highest dose often 57 µM), inactives show at the highest dose activity change, negative = inhibition, hits mostly inhibitors; HEK-293 ATXN2-luciferase reporter, luminescence, 24 h; note: potency is the fitted concentration of half-maximal effect; % is set by controls: 0 for no effect and ±100 for the full control effect; nearly all actives have a fitted effect of over 55% in size
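qHTS (up to 57 uM final) was run with 24 h compound exposure of reporter cells at 37 °C. Each well was multiplexed: SteadyGlo luminescence measured ATXN2-luciferase expression after a fluorogenic Gly-Phe-AFC viability readout (25 uM final).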
Nrf2 activator: qHTS of Nrf2 Activators; AREc32 ARE-luciferase reporter (MCF7-derived line), luminescence, 24 h; Potency, µM (doses to about 46.1 µM), for inactives: at the top dose activation, actives largely listed as activators; hit rate 0.31% among 410,000; AID 624171, 2012; note: potency is the fitted concentration of half-maximal effect; % of control where 0% means no effect; nearly all actives have a fitted effect of over 65% in size
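Cells of the AREc32 ARE-luciferase line are plated in OPTI-MEM containing 5% FBS and left overnight at 37 deg C. Compounds are pinned in, incubation continues 24 hr, and firefly luciferase signal is then measured.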
Active calls of the source: *; i = inactive; ? = inconclusive; / = no result given; & = joins results of further samples; [ ] = another dose, or the depositor's remark. Unless noted, calls come from the whole dose curve; as a rule, active = well fitted curve in the direction sought with a large enough effect; inconclusive = small, poorly fitted or top-dose-only effect, or another doubt; inactive = no such curve, though single readings can be large; an effect the other way counts as inactive or inconclusive.

Order of results: TGFb SMAD3 inh, HepG2 viability, ATXN2 expr inh, Nrf2 inh, A549 viability, IL1B secr inh, MCF10A rereplic, Nrf2 activator, S2 tox
Cc1nn(C)cc1CN(C)C(=O)CC12CC3CC(CC(C3)C1)C2
  7%, -2%, 0%, 8%, -1%, -7, ?, -0.3%, i
CCn1c(CNc2ccc(OC)cc2)nnc1SCC(=O)c1ccc(OC)cc1
  2%, 1%, 2%, -20%, -3%, -18, 5%, 0.2%, i
CC1(C)CC(=O)C2=C(C1)N(CC1CCCO1)C(=O)C2(NC(=O)c1cccnc1)C(F)(F)F (stereo unspecified)
  -9%, -10%, -8%, 10%, 3%, 11, 3%, -0.4%, i
CCOC(=O)Cn1c2ccc(C)cc2c2nc(C)sc21
  -9%, 13%, -9%, -16%, 0%, 10, 0%, 2.1%, i
Cc1ccccc1-n1c(-c2cccnc2)n[nH]c1=S
  -15%, 4%, 4%, 12%, 1%, 21, -4%, 0.2%, i
O=C(COc1ccccc1)Nc1ccc(S(=O)(=O)Nc2ncccn2)cc1
  -2%, -19%, 1%, -3%, 1%, 25, 4%, -0.9%, i
CCOc1ccccc1NC(=O)CCS(=O)(=O)c1ccc2c(c1)oc(=O)n2C
  2%, 10%, -2%, 28%, -3%, /, /, -0.3%, i
CCCC(=O)Nc1ccc(-c2csc(N/N=C\c3ccncc3)n2)cc1
  -16%, -31%, -28%, ?, -12%, ?, ?, 1.6%, ?
CC(=O)Nc1ccc(C(=O)OCC(=O)Nc2ccc(S(=O)(=O)N3CCOCC3)cc2)cc1
  -4%, 8%, -12%, -2%, 7%, -9, 0%, -0.9%, i
CC(=O)Nc1ccc(NC(=O)COC(=O)c2c3c(nc4ccccc24)CCN(Cc2ccccc2)C3)cc1
  -23%, -20%, 4%, ?, -2%, ?, ?, 2.3%, i
O=C1C2CC=C(Cl)CC2C(=O)N1CNc1ccccn1 (stereo unspecified)
  -7%, -19%, 4%, ?, -8%, -9, 16%, 0.2%, i
O=C(COC(=O)C1=COCCO1)Nc1ccc([N+](=O)[O-])cc1C(F)(F)F
  -8%, -65%, 1%, -27%, -4%, 15, -5%, -0.6%, i
NC(=S)NNC(=O)c1ccccc1
  -6%, -10%, 6%, -13%, -2%, 17, 0%, 0.3%, i
CCOc1ncccc1C(=O)N(C)CC1COc2ccccc2O1 (stereo unspecified)
  0%, 4%, 12%, 5%, 10%, -9, 2%, -0.1%, i
COc1ccc(CCC(=O)NCc2cn3ccccc3n2)cc1
  -19%, -17%, /, 11%, 3%, 18, 5%, 2.2%, i
COc1ccc(C(=O)Nc2ccc(N3CCCC3)cc2)cc1
  8%, -6%, 30%, -14%, -10%, -12, -6%, 0.7%, i
CCOc1ccc(OCc2ccc(C(=O)O)o2)cc1
  -8%, -1%, ?, ?, -8%, 11, 0%, -0.6%, i
CC1CCCCC12NC(=O)N(CC(=O)Nc1ccccc1N1CCOCC1)C2=O (stereo unspecified)
  3%, -5%, -20%, 2%, -3%, 12, 10%, -0.5%, i
F[B-](F)(F)COCc1ccccc1Br
  11%, -14%, 1%, -7%, -2%, ?, ?, 3.6%, i
O=S1(=O)CCO[C@H]2Cc3ccccc3[C@H]2N1Cc1ccccc1F
  -13%&5%, 5%&5%, -12%, -12%, -1%, -20, 11%, -0.5%, i
O=C(O)CCCCCN1C(=O)/C(=C\c2ccncc2)SC1=S
  3%, 0%, 20%, ?, -22%, -99*, ?, ?, i
Cc1ccccc1Cn1nnc(C(=O)Nc2ccc3c(c2)OCCO3)c1N
  1%, 23%, 43%[activator], 3%, -2%, ?, 8%, 2.2%, i
S=c1[nH]nc(-c2cccnc2)n1/N=C/C=C/c1ccccc1
  -5%, -8%, /, -3%, 2%, 2, -2%, 6.6%, i
COc1ccc(N=Cc2sc3ccccc3c2Cl)cc1
  -15%, -33%, 26%, ?, 0%, -7, -13%, 20%, i
CSc1nnc(Cc2cc(=O)[nH]c(=O)[nH]2)n1-c1cccc(C)c1
  1%, 6%, 1%, 25%, 1%, 1, -1%, -0.5%, i
COc1ccc(OC)c(NC(=O)COC(=O)/C=C/c2ccccc2Cl)c1
  0%, -1%, -3%, 14%, -2%, -10, -1%, 7.6%, i
COc1cccc(Nc2c3c(nc4c(-c5ccccc5)c(C)nn24)CCC3)c1
  -11%, -13%, -6%, ?, 0%, 1, 21µM*, -0.3%, i
COc1cccc(NC(=O)Nc2nnc([C@H]3C[C@H](O)[C@@H](CO)O3)s2)c1
  7%, -10%, 0%, /, /, -4, /, -0.5%[9.22 µM], i
CCN(CC)c1cc(C)c2cc(NC(=O)c3cc(OC)cc(OC)c3)ccc2n1
  ?, -27%, 18µM*, -21%[9.27 µM], -1%, /, /, 0.1%, /
COc1ccc(C2OCC3(CO2)SC(=O)NC3=O)cc1 (stereo unspecified)
  2%, -9%, -4%, -10%, -2%, 12, -6%, 0.1%, i
COc1ccc(NC(=O)C2c3ccccc3OCC(=O)N2C2CC2)cc1 (stereo unspecified)
  /, /, 2%, /, /, 11, /, 0.3%, i
COCCSc1ccccc1C(=O)Nc1ccc2c(c1)OCCO2
  -1%, -3%, 17%, ?, 7%, -12, -3%, -0.2%, i
Oc1c(C(c2cccs2)N2CCN(c3ccc(F)cc3)CC2)sc2ncnn12 (stereo unspecified)
  ?, -17%, 7%, -12%, -4%, -11, -2%, -1.4%, i
CSc1ccc(CCNS(=O)(=O)c2c(C)[nH]c(C)c2C(=O)N2CCCCC2)cc1
  18%, -7%, 1%, 17%, 3%, 0, 10%, -0.1%, i
CSCCC(NC(=O)c1ccco1)C(=O)OCC(=O)N1c2ccccc2NC(=O)C1(C)C (stereo unspecified)
  -8%, -4%, 5%, 3%, 0%, 19, 6%, -0.7%, i
COc1ccc2[nH]c3c(c2c1)CCN1C(=O)C(CC(=O)NCCC2=CCCCC2)C[C@H](C(=O)N2CCCCC2)[C@@]31C (stereo partly specified)
  7.9µM*, -36%, -1%, ?, ?, -52*, -6%, -0.2%, i
O=C(NCc1ccco1)C1CCN(S(=O)(=O)Cc2ccccc2)CC1
  4%, -31%, -3%, 4%, -2%, -6, -3%, 0.2%, i
Cc1cc(NC(=O)c2cccc(Cl)c2)n[nH]1
  -19%, -6%, 26%, ?, -3%, -6, 8%, -1.1%, i
O=C(COC(=O)C1=NN(c2ccccc2)C(=O)CC1)NCc1ccccc1Cl
  4%, 7%, -4%, 3%, -1%, 13, 0%, -0.4%, i
CC1CCCN(C(=O)c2ccc(COc3ccccc3Br)cc2)C1 (stereo unspecified)
  ?, -13%, -4%, /, 7%, -8, 12%, 4.1%, i
N#Cc1ccc(Cl)cc1NC(=O)COC(=O)[C@H](CCC(N)=O)NC(=O)c1ccc(F)cc1
  -7%, -9%, -9%, 12%, 11%, 5, -1%&-21%, 2.6%, i
Cc1ccc(CNC(=O)CCNS(=O)(=O)c2ccc3c(c2)oc(=O)n3C)cc1
  3%, -9%, 8%, -7%, 3%, /, /, 0.1%, i
COCCNc1nc(C)c(C(C)=O)s1
  0%, -14%, -19%, -7%, 4%, -9, -3%, 0.1%, i
Cc1ccc(NCCCn2cnc3c(OCc4ccccc4)ncnc32)cc1C
  18µM*, -24%, ?, 3%, -10%, -4, -48%[inhibitor], 0.3%, ?
Nc1[nH]n2c(=O)c3c(nc2c1N=Nc1ccccc1)CCCC3
  0%, -19%, ?, /, 13µM*, -26, ?, 0.4%, ?
CCN(C(=O)COC(=O)/C=C/c1ccc(C)o1)c1c(N)n(Cc2ccccc2)c(=O)[nH]c1=O
  -6%, -4%, 3%, 4%, -4%, 6, 3%, -0.3%, i
COc1ccccc1-n1c(SCC(N)=O)nc2sc3c(c2c1=O)CCC3
  -14%, 9%, 4%, 6%, -5%, 29, -14%, 0.4%, i
CCOc1ccc(N2C(=O)CC(Sc3ncccn3)C2=O)cc1 (stereo unspecified)
  -6%, -6%, -5%, 16%, 10%, 8, -1%, 0.1%, i
CNc1c([N+](=O)[O-])cnn1-c1cccc(Cl)n1
  10%, -4%, -5%, -28%, -2%, 9, -1%, 1.6%, i
CC1(C)CNc2cc(N)ccc2S1
  -7%, -6%, -15%, 1%, 5%, 0, -5%, 9.5%, i
O=C1CCCc2cc(S(=O)(=O)NCC3CCC(C(=O)Nc4ccccc4F)CC3)ccc2N1 (stereo unspecified)
  -25%, -11%, -19%, -6%, -1%, /, /, 5.7%, i
Cn1nc(C(=O)Nc2ccccc2C#N)c2c1-c1ccccc1SC2
  0%, -14%, /, -19%, 2%, /, /, 6.8%, /
COc1ccccc1Nc1c2c(nc3ccc(NC(=O)c4ccc(OC)c(OC)c4)cc13)CCCC2
  ?, 22µM*, ?, -11%[9.27 µM], ?, /, /, -3.9%, 25µM*
O=S(=O)(c1ccc(Br)cc1)N1CCn2c(nc3ccccc32)C1
  18%, 3%, -14%, 19%, -3%, 7, 9%, -0.2%, i
COc1ccc2c(OC)cc(-c3ccccc3)nc2c1
  10%, 20%, 2%, 5%, -1%, -16, 0%, 12%, i
COC(=O)CCC(=O)Nc1cccc([N+](=O)[O-])c1
  -7%, -1%, /, -16%, 2%, 0, -11%, 12%, i
CC(=O)OCc1c(C)cc(C)c(/C=C(/C#N)C(N)=O)c1C
  -27%, -37%, -12%, 4%, -4%, 17, -3%, -0.8%, i

Given as tab-separated lines: part of the list above.
Compound	TGFb SMAD3 inh	HepG2 viability	ATXN2 expr inh	Nrf2 inh	A549 viability	IL1B secr inh	MCF10A rereplic	Nrf2 activator	S2 tox
CC1(C)CC(=O)C2=C(C1)N(CC1CCCO1)C(=O)C2(NC(=O)c1cccnc1)C(F)(F)F (stereo unspecified)	-9%	-10%	-8%	10%	3%	11	3%	-0.4%	i
COc1ccc(C(=O)Nc2ccc(N3CCCC3)cc2)cc1	8%	-6%	30%	-14%	-10%	-12	-6%	0.7%	i
